Screening data from PubChem.
CHO-K1 Ca PAM: nonselective calcium activators in parental CHO-K1 cells, primary screen, counter-screen for M1 PAM project, cell-based, Fluo-8 calcium fluorescence, full deck, 1536-well; 0.02% of 360,000 active; ATP EC20; 0% at ATP EC20, 100% at ATP max; activation, % at 3 µM;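 active means activation above the run cutoff, the mean activation of all test compounds plus 3 SD, cut at about 40% in these data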;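 further: peak over basal fluorescence ratio in a 140 s read after ATP addition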
M1 antag: human M1 muscarinic receptor antagonists, primary screen, CHO-K1 cells, Fluo-8 calcium fluorescence, 1536-well. Muscarinic acetylcholine receptor M1 (Homo sapiens), P11229. CHO-K1 hM1, ACh EC80 antagonist. inhibition, % at 3 µM. 1.3% of 360,000 active. AID 588852, 2011;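 active means percent inhibition above its own plate's cutoff, namely the mean of that plate's compound wells plus 3 SD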;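 further: peak over basal fluorescence ratio during 140 s after agonist addition; 0% = ACh EC80 plus DMSO and 100% = DMSO alone without agonist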
Target sequence (P11229 whole entry, looked up): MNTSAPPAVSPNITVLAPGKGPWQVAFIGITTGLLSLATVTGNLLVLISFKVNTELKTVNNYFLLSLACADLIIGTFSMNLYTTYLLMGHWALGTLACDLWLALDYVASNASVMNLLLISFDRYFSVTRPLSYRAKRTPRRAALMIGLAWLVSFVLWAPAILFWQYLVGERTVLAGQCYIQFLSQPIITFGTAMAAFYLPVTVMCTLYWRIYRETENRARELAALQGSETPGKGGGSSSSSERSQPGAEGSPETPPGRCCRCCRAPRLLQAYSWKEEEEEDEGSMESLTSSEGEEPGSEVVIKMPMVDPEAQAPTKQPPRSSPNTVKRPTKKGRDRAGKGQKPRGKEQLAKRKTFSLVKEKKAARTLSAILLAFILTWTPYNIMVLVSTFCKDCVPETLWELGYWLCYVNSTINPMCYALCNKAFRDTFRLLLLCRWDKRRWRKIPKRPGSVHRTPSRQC
CHO parental Ca: ATP-evoked calcium signal inhibitors, parental CHO, primary screen, counter-screen for OX1R antagonist project, cell-based, fluorescence, Fluo-8 calcium dye | parental CHO-K1, ATP-induced calcium, Fluo-8 fluorescence | AID 463079, 2010 | inhibition, % at 5.6 µM | 0.63% of 330,000 active;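 active means inhibition above that plate's mean sample inhibition plus 3 SD, cut at about 26% in these data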;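 further: 0% = ATP-challenged DMSO wells and 100% = DMSO wells without ATP; some compounds past the cut are filed as inactive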
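Assay system: parental CHO cells; Read-out basis: percent inhibition of ATP-evoked calcium rise, normalized to controls; Benchmarks: ATP and no-ATP DMSO wells; Compound dosing: single nominal dose of 5.6 µM per compound; Signal: Fluo-8 calcium dye fluorescence; Also added: ATP as calcium-mobilizing challenge; Repeats: singlicate.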
CHRM1 agonist: human M1 muscarinic receptor agonists, primary screen, Fluo-8 calcium fluorescence, CHO-K1 cells, HTS | 0.33% of 360,000 active | activation, % at 3 µM | Muscarinic acetylcholine receptor M1 (Homo sapiens), P11229 | CHO-K1 hM1, agonist mode; 0% DMSO, 100% acetylcholine EC100;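 active means activation above the run's mean compound activation plus 3 SD, cut at about 16% in these data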;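 further: peak over basal fluorescence ratio within a 140 s kinetic read after compound addition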
TAAR1 antag: human TAAR1 antagonists, primary screen, Fluo-8 calcium fluorescence, CHO RD-HGA16 cells; antagonist; 1.5% of 360,000 active; Trace amine-associated receptor 1 (Homo sapiens), Q96RJ0; AID 624466, 2012; inhibition, % at 3 µM;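 active means inhibition above a per-plate cutoff, the mean inhibition of test compounds on that plate plus 3 SD, cut at about 49% in these data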;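 further: 0% = DMSO plus EC80 beta-PEA response and 100% = DMSO alone without agonist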
Target sequence (Q96RJ0 whole entry, looked up): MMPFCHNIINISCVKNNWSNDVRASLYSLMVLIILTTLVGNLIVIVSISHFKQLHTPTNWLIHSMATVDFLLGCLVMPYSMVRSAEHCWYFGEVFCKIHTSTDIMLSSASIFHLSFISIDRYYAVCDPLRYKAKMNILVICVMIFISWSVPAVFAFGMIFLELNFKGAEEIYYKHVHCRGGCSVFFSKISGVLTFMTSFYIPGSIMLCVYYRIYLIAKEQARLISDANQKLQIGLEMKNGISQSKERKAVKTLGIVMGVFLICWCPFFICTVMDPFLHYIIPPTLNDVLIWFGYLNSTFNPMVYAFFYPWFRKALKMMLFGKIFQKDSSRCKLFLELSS
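System: RD-HGA16 CHO cells with stable hTAAR1 and Gα16 | Probe or stimulus: EC80 β-phenethylamine stimulus | Dosing: 3 µM, single point | Times: Dye loading 75 min at 37 °C, then 30 min room temperature | Measured by: Fluo-8 calcium-sensitive fluorescence | Read-out basis: % inhibition of agonist calcium response | Replicates: n of 1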
OXTR potentiator: human OXTR potentiators, primary screen, fluorescence, CHO-OTR cells, Fluo-8 calcium. Oxytocin receptor (Homo sapiens), P30559. Fluo-8 calcium fluorescence, potentiator mode; 0% = oxytocin EC15, 100% = EC100. activation, % at 3 µM. 0.061% of 320,000 active. AID 2445, 2010;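 active means activation above that plate's cutoff, the mean activation of tested compounds plus 3 SD, cut at about 6.6% in these data, passing the limit was not always enough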;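 further: 100% uses oxytocin at 75 nM as the full agonist control; some results filed as inactive read as strong as hits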
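assay system = CHO-OTR cells, human receptor | schedule = compound 6 min at room temperature before oxytocin, 100 s read | detection = Fluo-8 intracellular calcium fluorescence, ex 470-495, em 515-575 nm | evaluation = normalized max/min fluorescence ratio, % activation | control set = EC15 oxytocin alone as 0%, 75 nM oxytocin (EC100) as 100%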
CHO-K1 Ca antag: counter-screen for M1 antagonists: effect in parental CHO-K1 cells; inhibition, % at 3 µM; 0.6% of 360,000 active; AID 602250; ATP-induced calcium, Fluo-8 fluorescence;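 active means inhibition above a per-plate cutoff, the plate's mean sample inhibition plus 3 SD, cut at about 24% in these data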;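 further: 0% = DMSO plus EC80 ATP and 100% = DMSO alone without ATP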
M1 ag parental: counter-screen for M1 agonists: effect in parental CHO-K1 cells; activation, % at 3 µM; Fluo-8 calcium fluorescence; scaled to maximal ATP response, vehicle zero; AID 602248, 2012; 0.48% of 360,000 active; in the data active means activation above about 15%;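 further: untransfected CHO-K1 host cells lacking M1 receptor as counterscreen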
TAAR1 ag: human TAAR1 agonists, primary screen, Fluo-8 calcium fluorescence, CHO RD-HGA16 cells | activation, % at 3 µM | vehicle wells 0%, saturating PEA agonist 100% | AID 624467, 2012 | 0.99% of 360,000 active | Trace amine-associated receptor 1 (Homo sapiens), Q96RJ0;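 active means activation above the mean activation of all test compounds in the run plus 3 SD, cut at about 38% in these data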
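Assay system: CHO-derived RD-HGA16 cells with stable Gα16 and human TAAR1; timing: 17-24 h seeding, 75 min 37 °C dye, 30 min RT; read-out: % activation from peak over basal fluorescence ratio, DMSO-to-PEA scaled; measured by: kinetic Fluo-8 calcium fluorescence; benchmarks: low control DMSO, high control PEA (EC100); doses: 3 µM single concentration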
* hit, by the source's call; nt = not tested or not shown.

Under each structure – CHO-K1 Ca PAM	M1 antag	CHO parental Ca	CHRM1 agonist	TAAR1 antag	OXTR potentiator	CHO-K1 Ca antag	M1 ag parental	TAAR1 ag
COCCNC(=O)C1CCCN(Cc2ccc(Cl)cc2)CC1 (stereo not drawn)
    14	-1	nt	-6	-9	nt	-7	0.4	1
CCOc1cccc(-c2c(C(=O)N/N=C/c3sccc3C)nnn2-c2nonc2N)c1
    5	-1	-5	1	-4	-1	-6	3.5	31
S=C(NCCCCN(Cc1ccc(Cl)cc1)c1ccc(Br)cn1)NCCCc1cnc[nH]1
    -3	28	nt	-10	31	nt	15	-0.3	38*
CCN(CC)S(=O)(=O)c1ccc(NC(=O)C2CC(=O)N(c3ccc4c(c3)OCCO4)C2)cc1 (stereo not drawn)
    17	-3	nt	-8	-19	nt	-17	0.0	1
C=CCn1c(SCC(=O)Nc2c(C)n(C)n(-c3ccccc3)c2=O)nc2ccccc2c1=O
    7	-6	-14	-5	0	-7	-14	1.3	7
CC(C)COC(=O)N(C)C[C@@H]1OCc2cnnn2CCCC(=O)N([C@H](C)CO)C[C@H]1C
    4	7	nt	-3	0	nt	2	0.1	1
CC(Oc1ccc(Cl)cc1Cl)c1nc(-c2ccc(NC(=O)c3cccnc3)cc2)no1 (stereo not drawn)
    17	-7	-14	-4	57*	-8	-16	0.5	9
CCOc1cc(/C=N/O)cc(Br)c1OCc1ccc(Cl)cc1
    15	-11	19	-5	12	-17	-7	1.2	2
c1ccc(-n2cnnc2SCc2cn3ccccc3n2)cc1
    -1	10	-13	-3	11	-3	8	3.4	10
CCCCCc1c(C)nc(Nc2ccc(F)cc2)[nH]c1=O
    15	-2	6	-2	9	-10	-1	0.5	25
COc1ccc(C(C#N)(CC(=O)O)c2cnccn2)cc1OC (stereo not drawn)
    10	-5	-10	-2	14	-7	-18	0.9	3
COC(=O)CNC(c1ccccc1)c1cc(C)ccc1NC(=O)c1cccc(Cl)c1 (stereo not drawn)
    16	14	-25	-11	67*	-4	1	4.3	0
Cc1ccccc1N1CCN(C2=NC(=O)/C(=C/c3cn[nH]c3-c3ccccc3)S2)CC1
    -15	-3	-17	3	0	-10	15	0.1	1
Cc1ccc(C)c(S(=O)(=O)NCc2ccc(C(=O)N3CCN(C)CC3)cc2)c1
    9	2	-10	0	-6	-1	-6	0.4	3
Cc1cccc(NC(=O)CSc2ccc(-c3cccnc3)nn2)c1
    0	-11	-16	-1	-8	-1	-3	2.9	3
Cc1onc(-c2ccccc2)c1C(=O)NCCc1ccc(Cl)cc1
    2	-5	-22	-4	16	2	0	-0.5	13
O=C(CCc1nnc(CCCc2ccccc2)o1)NCCc1ccco1
    8	-12	-12	-8	2	0	6	1.1	-1
S=C(Nc1ccc(Br)cc1)Nc1ccc2c(c1)OCCO2
    -15	31*	-11	-1	-2	-7	1	2.7	6
CCOC(=O)c1c(C)[nH]c(C(=O)CN2C(=O)C(=O)N(CC(C)C)C2=O)c1C
    4	5	-17	-4	-2	-6	-7	1.8	16
CC(=O)Nc1cccc(NC(=O)c2ccc(C)c([N+](=O)[O-])c2)c1
    1	4	-1	-4	10	-14	12	1.6	4

Records above printed as active in M1 antag.
mol | M1 antag | CHRM1 agonist | TAAR1 antag
S=C(Nc1ccc(Br)cc1)Nc1ccc2c(c1)OCCO2 | 31* | -1 | -2

Next structures
Under each structure – CHO-K1 Ca PAM	M1 antag	CHO parental Ca	CHRM1 agonist	TAAR1 antag	OXTR potentiator	CHO-K1 Ca antag	M1 ag parental	TAAR1 ag
CCOC(=O)c1[nH]c(C)c(C(=O)N2CCCC(Nc3ccc(C)c(C)c3)C2)c1C (stereo not drawn)
    3	-15	-24	0	-7	-4	-10	0.0	0
OC(CN1CCOCC1)Cn1c2c(c3ccccc31)CCCC2 (stereo not drawn)
    20	-27	-20	-2	-9	-1	-18	0.4	3
CCN(C(=O)CSc1cccc[n+]1[O-])c1ccccc1
    11	7	-2	-1	-3	0	-1	1.5	1
CCCN(CCC)S(=O)(=O)c1cccc(C(=O)N=c2sccn2C)c1
    10	11	-11	-2	-10	-9	-4	5.0	2
CCCCn1c(N)c(N(C(=O)CSc2nnnn2-c2ccc(C)cc2)C2CCCC2)c(=O)[nH]c1=O
    6	-12	nt	-3	1	nt	-11	-0.4	-3
O=[N+]([O-])c1ccc2nc(-c3ccncc3)[nH]c2c1
    10	-16	-9	-2	-23	-11	-6	0.5	2
CCC(c1nnnn1Cc1ccccc1)N1CCN(c2ccc(OC)cc2)CC1 (stereo not drawn)
    6	0	-33	-10	2	-15	-9	0.5	1
CN(C)c1nc2n(c(=S)n1)CCS2
    8	-4	-2	-3	5	2	2	0.3	1
Cc1ccc(NC(=O)CN2C(=O)S/C(=C\c3cccn3-c3cccc(C(=O)O)c3)C2=O)cc1C
    13	5	-2	-3	4	-5	-5	-0.2	-1
Cc1c(C)c2ccc(OC(C)C(=O)NCCCn3ccnc3)c(C)c2oc1=O (stereo not drawn)
    23	-8	-15	-13	-18	-1	-1	1.7	1
CCCOc1ccc(C(=O)N2CCCC2)cc1OC
    -7	9	-12	-1	-1	0	18	0.0	13
CC(C)n1nnnc1C1c2ccccc2C(=O)N1C1CC1 (stereo not drawn)
    -6	nt	nt	nt	-9	nt	9	1.0	0
CNc1cc([N+](=O)[O-])ccc1OCc1ccccc1
    16	-3	4	-8	5	-15	-5	2.8	-4
CCn1ncc(/C=N\NC(=O)COc2ccccc2)c1C
    20	-13	10	-6	-2	4	-9	0.3	0
Cc1cc(=O)n(-c2ccc(C(=O)O)cc2)[nH]1
    15	-4	1	-1	31	-18	-11	0.5	1
CCOC(=O)CNC(=O)N1CCCC(CNS(=O)(=O)Cc2ccccc2)C1 (stereo not drawn)
    -12	-8	-4	-1	-6	-4	1	-0.5	-1
COc1ccc(Oc2c(Cl)cnn(-c3ccc(C)cc3)c2=O)cc1
    22	-4	-6	-4	7	-3	-12	2.8	12
O=C(COC(=O)C12CC3CC(CC(O)(C3)C1)C2)NC(=O)NCc1ccco1
    0	-4	-16	1	-12	-14	-1	0.1	7
Cc1ccc(S(=O)(=O)N(Cc2cccc(Cl)c2)C(=O)N2CCN(C)CC2)cc1
    16	-8	-17	-4	-12	-3	8	0.8	1
CC(C)C(=O)N=C1SC2CS(=O)(=O)CC2N1Cc1ccc(Cl)cc1 (stereo not drawn)
    -19	0	-10	-1	-9	-10	8	0.4	3

Continuation.
Under each structure – CHO-K1 Ca PAM	M1 antag	CHO parental Ca	CHRM1 agonist	TAAR1 antag	OXTR potentiator	CHO-K1 Ca antag	M1 ag parental	TAAR1 ag
NC(=O)N\N=C/C=C/C=C/c1ccc(F)cc1
    6	-2	-6	-3	-23	-6	-14	0.3	11
CC(NC(=O)Nc1ccccn1)N1C(=O)C2C3C=CC(C3)C2C1=O (stereo not drawn)
    -10	9	-15	-1	-10	-20	18	0.0	3
O=C(N1CCN(c2ccc(F)cc2)CC1)C1(c2cccs2)CCOCC1
    17	-12	-15	-4	-8	-11	-3	1.0	6
CCCCNc1nc2c(c(=O)[nH]c(=O)n2C)n1CCCc1ccccc1
    3	-9	nt	-2	-21	nt	0	-0.5	0
CCOC(=O)CC(NC(=O)c1ccco1)c1ccccc1Cl (stereo not drawn)
    1	-5	-13	-3	-5	-4	-2	-0.2	4
Cc1c(C(=O)NCc2ccc(Cl)c(Cl)c2)sc(=O)n1Cc1ccc(S(C)(=O)=O)cc1
    10	16	nt	-2	72*	nt	-13	13	21
CC(=O)N1CCN(C(=S)NC(=O)c2ccc(S(=O)(=O)N3CCOCC3)cc2)CC1
    2	-9	1	-2	-1	-7	-11	0.3	11
CCCCN(C)C(=O)c1nc2ccccn2c1CN1CCN(C/C=C/c2ccccc2)CC1
    16	-7	-10	-9	15	-7	-19	0.3	3
C(=NN1CCCCCC1)c1cccc2ccccc12
    4	-26	nt	-4	2	nt	-10	0.4	-1
Cc1sc2nc(C3CC3)nc(NCCNS(=O)(=O)c3ccccc3)c2c1C
    15	-2	-22	-9	-19	-5	-19	2.2	2
COc1ccc(C(=O)COC(=O)CN2C(=O)C3CC=CCC3C2=O)c(OC)c1 (stereo not drawn)
    20	-11	-17	-4	7	-4	-20	0.8	4
OC(CNCc1ccc(Cl)c(Cl)c1)c1ccccc1 (stereo not drawn)
    13	-9	-1	4	-7	-4	-8	3.9	22
O=C(CSc1ccc(F)cc1)NC1CCCCC1
    8	-8	-10	-6	-2	-9	-8	0.4	9
Cc1ccc(C(C)(C)C)cc1S(=O)(=O)Nc1nc2ccccc2nc1Cl
    7	-6	-4	-5	-7	-24	-8	4.6	-2
Cc1ccc2c(c1)cc1c(=O)n(CC(=O)N3CCCC3)nc(C)n12
    -7	-5	4	-2	nt	-5	-9	0.0	nt
O=C(COC(=O)c1ccc([N+](=O)[O-])cc1)NC1CCCC1
    -6	8	-7	-2	-3	-6	1	0.3	7
O=C1Cc2ccccc2C(c2ccc(Cl)cc2)N1 (stereo not drawn)
    15	19	-3	-1	-25	-2	-6	5.3	6
Cc1cccc(CNc2ccc(S(=O)(=O)N3CCCCC3)cc2)c1
    3	-6	0	-3	-2	-2	-15	2.6	0
CSCC[C@H](NC(=O)C1CCN(C(=O)[C@@H](N)Cc2ccccc2)CC1)C(=O)O
    6	-12	2	-4	12	-9	-10	1.3	-1
O=CNC(=O)c1ccccc1C(=O)O
    2	-14	-4	-3	7	0	-3	-0.1	7
O=c1[nH]c2ccc(S(=O)(=O)NCc3ccccn3)cc2s1
    12	-3	13	-5	0	-9	2	0.6	3
Cc1cccc2nc3c(nc12)-c1ccccc1C3=O
    5	-6	-12	-5	-7	-4	-2	0.2	2
